GASC-1 inh = blocks human GASC-1 demethylase activity | AID 2099 | GST-JMJD2C(1-420) H3K9me3 demethylation, DELFIA europium | inhibition, % at 2.35 µM | Q9H3R0 | 330,000 compounds, 0.069% hits;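 active means more than half of a compound's replicate wells show inhibition beyond 50%, single wells judged on their own value; inconclusive means some, but no more than half, of replicates pass 50% inhibition; inactive means no replicate passes 50% inhibition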;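 further: signal counts dimethyl H3K9 product captured on neutravidin plate; 0% = median of DMSO wells and 100% = 0.3 times that DMSO median; strong numbers were not always called active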
proCasp3 act = activators of human procaspase-3; recombinant procaspase-3 D3A, Ac-DEVD-pNA absorbance 405 nm; activation, % at 8.5 µM; AID 463141; 330,000 compounds, 0.11% hits; P42574;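 active means activation above the mean of all tested compounds plus 3 SD, cut at about 21% in these data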;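 further: 0% = DMSO alone and 100% = DMSO wells spiked with extra 5 µM PC-3 D3A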
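Test system: Procaspase-3 D3A mutant, all three cleavage aspartates alanine | Dosing: Single dose, 8.5 µM nominal compound, 0.8% DMSO | Schedule: 1 h preincubation, 2 h reaction | Technique: 405 nm absorbance of p-nitroaniline, reads at 0 and 120 min | Repeats: One well per compound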
MEP2 TOR yeast = modulators of TOR pathway MEP2-GFP in S. cerevisiae | S. cerevisiae MEP2-GFP strain, flow cytometry GFP, 3 h; 100% = DMSO control level | GFP response vs DMSO, % at 10 µM | 330,000 compounds, 0.51% hits | AID 2016;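 active means GFP response versus DMSO above a set limit, roughly screen mean plus 3 SD, cut at about 180% in these data; inconclusive means fewer than 70 cells counted for a yeast strain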;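 further: median GFP fluorescence of the barcode-gated MEP2-GFP cells per well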
LAP4 TOR yeast = alters LAP4-GFP fluorescence in TOR pathway yeast screen; 320,000 compounds, 0.34% hits; S. cerevisiae LAP4-GFP multiplex, flow cytometry GFP, 3 h; median GFP as percent of DMSO wells; AID 2023; GFP response vs DMSO, % at 10 µM;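 active means GFP response vs DMSO above a set limit, about the screen mean plus 3 SD, cut at about 150% in these data; inconclusive means under 70 cell events counted for the yeast strain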
AHR act = activators of human aryl hydrocarbon receptor | P35869 | AHR-responsive luciferase reporter cells, luminescence | activation, % at 5 µM | 320,000 compounds, 2.5% hits; in the data active means activation above about 47%;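 further: 0% = vehicle wells and 100% = reference agonist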
Target sequence (P35869 whole entry, looked up): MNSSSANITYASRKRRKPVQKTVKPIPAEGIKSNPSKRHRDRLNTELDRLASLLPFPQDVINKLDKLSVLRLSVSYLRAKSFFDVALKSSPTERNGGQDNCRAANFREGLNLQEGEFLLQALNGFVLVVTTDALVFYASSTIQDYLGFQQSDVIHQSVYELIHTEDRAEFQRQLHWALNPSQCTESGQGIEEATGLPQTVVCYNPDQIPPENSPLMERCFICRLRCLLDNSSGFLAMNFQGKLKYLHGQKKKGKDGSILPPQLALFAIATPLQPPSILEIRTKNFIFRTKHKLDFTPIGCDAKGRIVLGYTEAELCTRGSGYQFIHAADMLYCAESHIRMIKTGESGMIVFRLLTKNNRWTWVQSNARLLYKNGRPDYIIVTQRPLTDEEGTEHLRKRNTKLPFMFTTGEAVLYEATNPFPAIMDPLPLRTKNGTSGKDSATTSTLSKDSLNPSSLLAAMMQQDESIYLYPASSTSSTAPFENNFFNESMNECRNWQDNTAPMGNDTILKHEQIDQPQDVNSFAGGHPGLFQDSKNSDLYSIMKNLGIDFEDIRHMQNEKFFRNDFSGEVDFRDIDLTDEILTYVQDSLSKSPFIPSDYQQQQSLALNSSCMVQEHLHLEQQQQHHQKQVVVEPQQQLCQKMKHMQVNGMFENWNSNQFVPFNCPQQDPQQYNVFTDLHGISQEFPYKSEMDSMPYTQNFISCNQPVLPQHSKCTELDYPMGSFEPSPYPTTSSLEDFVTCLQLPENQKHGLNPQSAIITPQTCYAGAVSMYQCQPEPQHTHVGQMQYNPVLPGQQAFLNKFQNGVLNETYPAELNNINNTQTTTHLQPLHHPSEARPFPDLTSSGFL
proCasp7 act = activates human procaspase-7, counter-screen for procaspase-3 activators | P55210 | 330,000 compounds, 0.093% hits | activation, % at 8.5 µM | recombinant procaspase-7, Ac-DEVD-pNA absorbance 405 nm; D23A/D198A/D206A triple mutant, cannot self-cleave; scale: DMSO 0, 5 µM enzyme 100;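 active means percent activation above the screen-wide mean plus 3 SD, cut at about 25% in these data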
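System: Uncleavable procaspase-7 mutant enzyme; Amount: 2 µM procaspase-7 mutant as dispensed; Schedule: 1 h compound preincubation, 2 h substrate cleavage, 25 °C; Measured by: 405 nm absorbance of p-nitroaniline; Evaluation: percent activation from buffer-corrected 0–120 min absorbance change; Control set: low DMSO alone, high DMSO plus 5 µM PC-7.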
RPL19A-GFP yeast = alters RPL19A-GFP fluorescence in TOR pathway yeast screen. 330,000 compounds, 0.3% hits. percent response vs DMSO, % at 10 µM. S. cerevisiae RPL19A-GFP strain, flow cytometry, 3 h; active compounds read low;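 active means percent response vs DMSO below 50%; inconclusive means fewer than 70 events counted for the yeast strain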;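 further: median channel GFP fluorescence of the barcoded RPL19A-GFP strain; ratio of sample median GFP to plate DMSO average so 100% = DMSO; lower means less RPL19A-GFP as with rapamycin TOR inhibition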
CR mimetic SO = yeast age-related superoxide inhibition as caloric restriction mimetic | AID 2690 | 330,000 compounds, 0.18% hits | superoxide response (% of plate mean), % at 10 µM | S. cerevisiae aged cells, superoxide DHE fluorescence; active compounds read low;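 active means superoxide response under a set limit, about three screen SD below normal, cut at about 65% in these data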;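 further: yeast aged for seven days with compound at 30 °C before DHE staining; 100% = average MFI of all compound-treated wells on the plate with controls excluded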
* = called active by the depositor; ? = inconclusive; nt = no result given; & = joins results of further samples; [ ] = another dose, or the depositor's remark.

Order of results – GASC-1 inh	proCasp3 act	MEP2 TOR yeast	LAP4 TOR yeast	AHR act	proCasp7 act	RPL19A-GFP yeast	CR mimetic SO
COc1ccc(NC(=O)c2sc3nc(-c4cccnc4)ccc3c2N)cc1OC
→ 4	-4	97	104	-6	2	100	103
NNC(=O)c1sc2cc(C(F)(F)F)cnc2c1-c1ccccn1
→ -19	6	102	98	1	-4	97	97
Cc1cc(C)c(C#N)c(SCC(=O)Nc2cc(C)on2)n1
→ -3	1	106	102	19	0	99	90
COc1ccc2cc(C(c3nnnn3C(C)(C)C)N3CCc4ccccc4C3)c(=O)[nH]c2c1 (stereo unspecified)
→ -2	-21	106	107	12	-23	105	94
CN1C(=O)C(CC(=O)Nc2ccc(F)cc2)N(Cc2ccco2)C1=S (stereo unspecified)
→ 4	5	95	103	2	-8	97	101
Cc1ccc(S(=O)(=O)N2CCN(C(=O)c3cc(S(=O)(=O)N(C)C)ccc3N3CCCC3)CC2)cc1
→ -1	11	100	106	-1	5	97	94
O=C(COC(=O)Cc1ccccc1F)Nc1cccc(F)c1
→ -4	1	98	98	-2	0	96	90
COc1ccc(C2C3=C(CC(C)(C)CC3=O)Oc3ncn(CCO)c(=N)c32)cc1OC (stereo unspecified)
→ 13	4	99	94	-2	8	103	101
CCN1CCN(C(=O)c2c(-c3c(Cl)cccc3Cl)noc2C)CC1
→ -1	0	93	98	2	-15	99	119
Cc1cc(-n2c(C)cc(C(=O)CN3C(=O)NC4(CCCCC4)C3=O)c2C)no1
→ 2	0	93	90	0	-2	93	112
Cc1ccc(C)c(OCCC(=O)NNC(=O)Cn2nc(C)cc2C)c1
→ 0	0	101	106	1	4	105	94
CCC1CCCCN1CCCNC(=O)c1cn(CC)c2ccc(S(=O)(=O)N3CCc4ccccc4C3)cc2c1=O (stereo unspecified)
→ -8	11	101	94	0	12	101	91
O=C(NCCCc1ccccc1)c1cc(COc2ccc(F)cc2Cl)on1
→ 0	6	113	106	-5	11	114	129
O=C(/C=C/c1ccccc1)NC(NC(=S)Nc1ccc(Cl)cc1)C(Cl)(Cl)Cl (stereo unspecified)
→ -2	-3	102	103	22	13	103	100
COc1ccc(CNC(=O)/C=C/c2ccccc2[N+](=O)[O-])cc1
→ -10	-4	108	105	10	3	107	100
C/C(N)=C(/C#N)C(=O)CSc1nnc(C)n1-c1ccccc1
→ 8	10	95	87	2	2	97	72
CCCCn1c(N)c(N(CC(C)C)C(=O)c2ccco2)c(=O)[nH]c1=O
→ ?	7	105	110	0	3	104	98
C[C@@H](NC(=O)c1[nH]cnc1C(=O)Nc1ccon1)c1ccccc1
→ 2	-1	98	93	6	2	97	95
O=C(O)CSc1nc2ccccc2[nH]1
→ -2	-7	103	105	9	12	102	92
CCOC(=O)CN(C(=O)c1ccccc1[N+](=O)[O-])C(C)(C)C
→ 8	3	94	105	-2	1	96	112
N#CCCN1CCC(NC(=O)OCc2ccccc2)CCC1=O (stereo unspecified)
→ 3	-12	83	106	4	-5	89	113
CCC(CC)COC(=O)C1=C(C)NC(=O)NC1c1ccc([N+](=O)[O-])cc1 (stereo unspecified)
→ 4	5	105	99	-3	-1	106	101
COc1ccc(Cc2n[nH]c(=S)n2C)cc1Br
→ 184	4	103	96	7	-7	95	99
CCc1cc(C(=O)NNC(=O)CCN2CCN(c3ccccc3)CC2)sc1C
→ -3	5	109	112	6	0	126	105
O=C(COc1ccc(Cl)cc1)NCc1nnc2c3ccccc3c(-c3ccccc3)nn12
→ 1	-2	105	95	-4	-8	107	100
COC(=O)CN1C(C)=Nc2ccc(C)cc2C1c1ccccc1 (stereo unspecified)
→ 0	-3	103	103	1	5	104	93
COc1cccc(CNC(=O)CCNS(=O)(=O)c2ccc3c(c2)CC(C)N3C(C)=O)c1 (stereo unspecified)
→ 4	1	104	99	0	-2	99	99
CCCn1nnnc1-c1ccc(Cl)cc1
→ 12	0	102	97	-1	1	101	127
COC(=O)NC(=S)Nc1ccc(Oc2ccc(Cl)cc2Cl)c(Cl)c1
→ -7	-8	103	105	8	-6	98	94
Cc1ccccc1NC(=O)CN(C)S(=O)(=O)c1ccc2c(c1)n(C)c(=O)c(=O)n2C
→ -6	10	103	96	-1	3	100	91
COc1ccc2nc(SCC(=O)Nc3ccc(S(=O)(=O)N4CCCC4)cc3)c(C#N)cc2c1
→ 157&4	-1	99	96	-4	-6	98	89
Cc1cccc(-n2c(Cc3ccccc3)n[nH]c2=S)c1
→ -9	-13	96	96	1	-12	100	77
O=C(CSc1nc(-c2ccccc2)cc(C(F)(F)F)n1)NCc1cccs1
→ -7	0	101	94	1	3	105	109
Cc1ccc(COC(=O)c2ccc3ccccc3n2)cc1
→ -1	5	96	106	5	1	102	99
O=C(CC1Oc2ccccc2NC1=O)NC1CC1 (stereo unspecified)
→ -12	-1	107	93	1	1	93	107
COc1ccc(CNC(=O)NCCc2c[nH]c3ccccc23)cc1
→ 0	nt	100	90	nt	nt	100	105
CCC1C(=O)NCCN1C(=O)c1cc(COc2cc(C)ccc2C)on1 (stereo unspecified)
→ -14	4	105	102	4	13	105	124
O=C1CC(c2ccccc2)CC(O)=C1C=Nc1ccc(O)cc1 (stereo unspecified)
→ -12	-6	101	99	83*	0	101	97
CCOC(=O)c1csc(NC(=O)c2cc(-c3ccccn3)nc3ccccc23)n1
→ 16	5	96	98	5	7	96	102
Cc1cc(Br)cn2cc(C(=O)O)nc12
→ -6	-3	100	103	1	1	101	92

Just GASC-1 inh, for some of the entries so far:
smiles | GASC-1 inh
COc1ccc(Cc2n[nH]c(=S)n2C)cc1Br | 184
CCc1cc(C(=O)NNC(=O)CCN2CCN(c3ccccc3)CC2)sc1C | -3
O=C(COc1ccc(Cl)cc1)NCc1nnc2c3ccccc3c(-c3ccccc3)nn12 | 1
COC(=O)CN1C(C)=Nc2ccc(C)cc2C1c1ccccc1 (stereo unspecified) | 0

Further results follow.
canonical_smiles,GASC-1 inh,proCasp3 act,MEP2 TOR yeast,LAP4 TOR yeast,AHR act,proCasp7 act,RPL19A-GFP yeast,CR mimetic SO
CC(C)CNS(=O)(=O)c1ccc(CCC(=O)NCCc2ccccc2)cc1,-4,-11,97,82,3,3,102,94
CC1CCCCC1NS(=O)(=O)c1ccc(S(=O)(=O)N2CCCC2)cc1 (stereo unspecified),16,4,119[may fluoresce violet],83[may fluoresce violet],0,-6,97[may fluoresce violet],120
COc1ccc(CNC(=O)Cn2nc(C(F)(F)F)cc2C)cc1,6,5,103,97,-2,12,101,90
O=C(CCS(=O)(=O)c1ccc(Br)cc1)Nc1ccccc1Cl,12,2,103,98,-1,0,103,113
CCC(C)Sc1ccc([C@@H]2[C@H]3C(=O)N(CC)C(=O)[C@H]3[C@]3(C(=O)OC)CCCN23)cc1OC (stereo partly specified),-1,-9,101,105,2,-11,109,106
Cc1cccc(NC(=O)C(=O)NCC2CCCN2S(=O)(=O)c2ccccc2)c1 (stereo unspecified),-4,13,100,106,6,-2,98,100
CC(C)CC(=O)NC(NC(=S)Nc1sc2c(c1C#N)CCCC2)C(Cl)(Cl)Cl (stereo unspecified),10,-10,106,107,12,-14,106,102
Cc1ccc(N(C(=O)c2csnn2)C(C(=O)NC2CCCC2)c2ccncc2)c(C)c1 (stereo unspecified),-4,-5,100,91,3,0,95,110
COc1cc(/C=C2\C(=O)ON=C2c2ccccc2)cc(OC)c1OC,-18,-9,90,143,2,-13,78,110
O=C(CSC(=S)N1CCCCC1)c1ccccc1,-3,-1,97,125,-3,8,93,99
CCOC(=O)c1ccc(Nc2nc(-c3cccnc3)nc3ccccc23)cc1,-2,2,95,106,2,5,91,107
Cc1ccc(-n2c(CNc3ccc(F)cc3)nnc2SCC(=O)N2CCOCC2)cc1,1,4,105,97,18,-4,101,103

Compounds shown so far that have a tert-butyl group:
canonical_smiles,GASC-1 inh,proCasp3 act,MEP2 TOR yeast,LAP4 TOR yeast,AHR act,proCasp7 act,RPL19A-GFP yeast,CR mimetic SO
COc1ccc2cc(C(c3nnnn3C(C)(C)C)N3CCc4ccccc4C3)c(=O)[nH]c2c1 (stereo unspecified),-2,-21,106,107,12,-23,105,94
CCOC(=O)CN(C(=O)c1ccccc1[N+](=O)[O-])C(C)(C)C,8,3,94,105,-2,1,96,112

Remaining list, next part:
canonical_smiles,GASC-1 inh,proCasp3 act,MEP2 TOR yeast,LAP4 TOR yeast,AHR act,proCasp7 act,RPL19A-GFP yeast,CR mimetic SO
O=C(Nc1cccn(Cc2ccccc2Cl)c1=O)NC1CCCCC1,-23,8,97,94,-1,7,96,104
CCc1nnc(NC(=O)CSc2nnc(-c3ccc(S(=O)(=O)N4CCCC4)cc3)n2CC)s1,-1,-4,104,104,-1,-1,101,101
O=C1Nc2ccccc2/C1=C/c1ccccc1Cl,8,-2,91,112,59*,-5,97,95
O=C(Cn1ncc2c([nH]c3ccccc32)c1=O)NCCCN1CCN(c2ccccc2)CC1,14,4,93,88,4,0,97,91
COc1nc(OC)nc(N2CCC(NC(=O)C(Cc3cccc(OC)c3OC)NC(C)=O)CC2)n1 (stereo unspecified),-5,6,98,103,-1,9,99,86
CCCCOc1ccc(/C(O)=C(\C#N)c2nc3ccccc3[nH]2)cc1,4,3,102,107,1,5,106,108
COc1ccc(Cl)cc1C(=O)Nc1cc(=O)n(C)c(=O)n1C,6&-10,8,104,100,-2,6,103,103
Cc1cc(Cl)c(S(=O)(=O)N2CCSCC2)cc1OCC(=O)NC1CCCCC1,0,-7,99,99,-14,-13,100,105
COc1ccc(S(=O)(=O)N2CCCCCC2)cc1C(=O)OC(C)C(N)=O (stereo unspecified),-7,4,95,94,-1,6,96,94
CC(=O)c1ccc(N2CCN(S(=O)(=O)c3c(C(=O)N4CCCC4)c(C)n(C)c3C)CC2)cc1,-3,2,103,104,0,-2,103,94
O=C(O)c1ccc(N/N=C/c2ccncc2)cc1,-4,1,98,nt,8,12,92,88

Bioassay records: PubChem, several laboratories
